Source: PubChem (National Center for Advancing Translational Sciences (NCATS))
FBPA Giardia inh = Giardia lamblia aldolase inhibition. A8B2U2. purified Giardia FBPA. Potency, µM (top dose mostly 59.6 µM), without a hit: at the top dose activity, negative = inhibition, hits mostly inhibitors. hit rate 0.71% among 290,000. AID 2451; note: potency is the fitted concentration of half-maximal effect; % is set by controls: 0 for no effect and ±100 for the full control effect; nearly all actives have a fitted effect of over 55% in size
Target sequence (A8B2U2 whole entry, looked up): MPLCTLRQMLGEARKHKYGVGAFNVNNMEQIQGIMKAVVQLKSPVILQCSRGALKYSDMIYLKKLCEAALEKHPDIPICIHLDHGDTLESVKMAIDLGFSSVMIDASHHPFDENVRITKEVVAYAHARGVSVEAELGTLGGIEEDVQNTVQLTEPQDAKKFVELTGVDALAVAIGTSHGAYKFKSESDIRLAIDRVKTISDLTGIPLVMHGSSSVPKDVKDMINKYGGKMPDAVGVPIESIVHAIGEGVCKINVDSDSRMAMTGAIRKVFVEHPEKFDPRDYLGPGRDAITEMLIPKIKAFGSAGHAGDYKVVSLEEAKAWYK
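40 nM FBPA preincubated 10 min at RT with compound (up to 57.5 uM final), then substrate plus GAPDH/TPI/NAD/arsenate coupling and diaphorase/resazurin added. Fluorescence read after 20 min at RT, 525/598 nm.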
Shiga inhibitor = inhibitors of Shiga toxin in Vero cells. Vero cells, Shiga toxin protein synthesis inhibition reporter. inhibition, % at 38.7 µM. hit rate 9.2% among 290,000. AID 2315; in the data active = inhibition mostly above about 28%, no sharp cut-off; inactive = mostly below about 43%; note: 0% is about no effect
Pf growth 96h = P. falciparum growth inhibition at 96 hour, primary screen for plastid delayed-death inhibitors; P. falciparum luciferase reporter growth, 96 h; Potency, µM (doses to about 28.7 µM), inactives show at the highest dose activity change, negative = inhibition, most hits filed as inhibitors; hit rate 6.9% among 320,000; AID 504834; note: potency is the fitted concentration of half-maximal effect; % is set by controls: 0 for no effect and ±100 for the full control effect
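P. falciparum expressing integrated firefly luciferase, in erythrocytes at 2% hematocrit, 0.05% parasitemia, incubated with compounds 96 h at 37 C, 5% CO2. Growth inhibition read as loss of luminescence; two-generation exposure targets delayed-death apicoplast inhibitors.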
HCV inh = inhibitors of hepatitis C virus infection; Huh7.5.1 HCVcc-Cre infection, luciferase reporter, 44 h; Potency, µM (top dose mostly 41.8 µM), for the others: at the top dose activity change, negative = inhibition, usual class: inhibitors; hit rate 3.4% among 340,000; note: potency is the fitted concentration of half-maximal effect; % is set by controls: 0 for no effect and ±100 for the full control effect
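Whole-lifecycle infectious HCVcc-Cre system; cells 1,000/well, compound then virus (~0.5 moi) added 4 h after plating, 44 h culture. Luciferase read 15 sec following 15 min substrate incubation, room temp.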
CHX counter = affects cycloheximide protein synthesis inhibition readout, counter-screen. cell reporter, cycloheximide protein synthesis inhibition counterscreen. max response, %. hit rate 12% among 300,000. AID 2314; in the data active = max response mostly above about 13%, no sharp cut-off; inactive = mostly below about 14%; note: read at 38.3 µM for the half of the compounds with a filed dose; 0% is about no effect
Pf growth 48h = P. falciparum growth inhibition at 48 hours (one generation); hit rate 5.9% among 310,000; P. falciparum luciferase growth in erythrocytes, 48 h; AID 504832; Potency, µM (titrated, usually from 28.7 µM), inactives show top-dose activity change, negative = inhibition, actives largely listed as inhibitors; note: potency is the fitted concentration of half-maximal effect; % is set by controls: 0 for no effect and ±100 for the full control effect
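Luciferase-expressing parasites in RBCs, 2% Hct / 0.1% parasitemia final; RPMI 1640 + 0.5% Albumax; 37 C, 5% CO2, one generation; luminescence read-out, lower signal = inhibition.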
Starred values were filed as active, the others as inactive; ? = inconclusive; . = no result given; [ ] = another dose, or the depositor's remark. Unless noted, calls come from the whole dose curve; as a rule, active = well fitted curve in the direction sought with a large enough effect; inconclusive = small, poorly fitted or top-dose-only effect, or another doubt; inactive = no such curve, though single readings can be large; an effect the other way counts as inactive or inconclusive.

SMILES	FBPA Giardia inh	Shiga inhibitor	Pf growth 96h	HCV inh	CHX counter	Pf growth 48h
CCOC(=O)c1ccc(OCC2NCCc3cc(OC)c(OC)cc32)cc1 (stereo unspecified)	-7%	-14	55%[activator]	-11%	5	?
CCN=C1SC(CC(=O)Nc2ccc3c(c2)OCO3)C(=O)N1CC (stereo unspecified)	0%	-10	56%[activator]	-12%	-4	3%
CN1CCN(c2ccccc2NC(=O)c2ccc(-c3ccccc3[N+](=O)[O-])o2)CC1	-7%	-3	29%	?	-1	5.2µM*
COc1ccccc1NC(=O)COc1ccc(-c2nn(C)c(=O)c3ccccc23)cc1	.	-7	?	?	-3	?
C=CCn1c(SCC(=O)NC(=O)NCCC)nnc1C1CCCCC1	-8%	9	?	0%	4	?
Cc1ccc(NN=Nc2nc3c([nH]2)c(=O)n(C)c(=O)n3C)cc1	-29%	34	-8%	22%	12	57%[activator]
O=C(/C=C/c1ccco1)NCC(=O)N/N=C/c1ccccc1[N+](=O)[O-]	-1%	27	-12%	16%	1	6%
CCOc1ccc(-c2cccc(NC(=O)c3ccco3)c2)nn1	.	.	10µM*	0%	.	?
N#Cc1cc(Br)c(O)c(Br)c1	16%	27	.	.	-7	.
CCCOc1cccc(NC(=O)c2c(-c3ccccc3)noc2C)c1	3%	8	-3%	13%	-1	14%
COc1ccc(CCNC(=O)c2ccccc2-c2ccccc2C(=O)O)cc1OC	4%	-1	-5%	-12%	-4	.
O=C(O)c1ccccc1-c1ccccc1C(=O)Nc1ccccc1Br	.	10	-27%	18%	-10	16%
Cc1ccc(NC(=O)N2CCCC2C(=O)NCC2CCCO2)cc1 (stereo unspecified)	0%	-13	43%[activator]	13%	-3	12%
Nc1nc(SCC(=O)NCCC(c2ccccc2)c2ccccc2)n[nH]1	4%	-6	.	4%	-3	-3%
O=C(N/N=C/c1ccco1)c1ccc(OCc2ccccc2)cc1	0%	1	-43%	-26%	11*	?
O=C(NC(=S)Nc1ccccc1O)c1ccccc1Cl	-3%	77*	-10%[1.15 µM]	-22%	44*	22%
COCCCN1C(=O)c2ccc(C(=O)Nc3ccccc3OC)cc2C1=O	5%	-4	4.7µM*	6%	6	21%
COC(CNC(=O)C1CCC(CNS(=O)(=O)c2c(C)cc(C)cc2C)CC1)OC (stereo unspecified)	0%	-5	2%	-1%	-3	-16%
Cc1noc(/C=C/N(C)C)c1S(=O)(=O)N(C)Cc1ccc(F)cc1	8%	18	?	-2%	-4	27%
Cc1cccc(NC(=O)CSC(N)=O)c1C	-9%	-4	98%[activator]	5%	-6	30%
O=C1CN=C(c2ccc(Br)cc2)c2c(sc3c2CCCC3)N1CCN1CCCCC1	10%	-5	42%[activator]	-18%	7	?
CS(=O)(=O)Nc1ccc(C2=NN(C(=O)c3ccco3)C(c3ccccc3F)C2)cc1 (stereo unspecified)	-14%	22	?	?	15	?
CCC(=O)N1CCc2cc(Br)cc(S(=O)(=O)CCC(=O)N(CC)CC)c21	6%	-5	?	6%	-2	?
CCOC(=O)c1c(C)c(C(=O)NCc2ccccn2)c(C)n1C	10%	-24	?	?	2	?
O=C(COC(=O)C12CC3CC(CC(Br)(C3)C1)C2)Nc1ccc2[nH]c(=O)[nH]c2c1	.	.	8%	20%	.	-3%
Cc1nnsc1S(=O)c1ccc(Cl)c(Cl)c1 (stereo unspecified)	1%	2	5.2µM*	-25%	-2	.
O=C(Nc1cc(C(F)(F)F)ccc1N1CCOCC1)c1n[nH]c(=O)c2ccccc12	10%	7	?	-8%	-1	-24%
CN(CC(=O)Nc1ccc(Cl)cc1)C1=NS(=O)(=O)c2ccccc21	.	.	?	10%	.	?
CC(C)(C)C(=O)Cn1c(NCCCO)nc2ccccc21	-3%	-24	12µM*	3%	-4	11%
CCC(=O)Nc1nc2ccccc2n1CCN1CCOCC1	-4%	-4	10%	3%	-2	12%
O=C(CNS(=O)(=O)c1ccccc1)OCC(=O)c1ccc(Br)cc1	9%	-3	-1%	15%	-5	0%
Cc1cccc(-n2c(SCc3ccc(C#N)cc3)nnc2-c2c[nH]c3ccccc23)c1	6%	-7	?	?	-2	?
CN(C(=O)COC(=O)/C=C/c1ccc2c(c1)OCO2)c1c(N)n(Cc2ccccc2)c(=O)[nH]c1=O	.	.	-8%	-14%	.	?
COCCNC(=O)Cn1cnc2c(cnn2-c2ccc(OC)cc2)c1=O	-1%	-4	?	10%	-8	-9%[0.00184 µM]
CCCc1cc(=O)oc2cc(OCc3cccc(OC)c3)c(Cl)cc12	5%	3	-15%	-12%	5	44%[activator]
O=C(NCc1cccs1)c1cc(S(=O)(=O)N2CCOCC2)c(Cl)cc1Cl	4%	-10	?	?	5	-22%
Cc1cc(C)n(-c2ccc(C(=O)NC3=NCCS3)cc2)n1	2%	92*	68%[activator]	-11%	41*	98%[activator]
CCCCNC(=O)c1cccnc1SCC(=O)Nc1ccccc1OC	5%	-11	52%[activator]	-19%	1	-10%
COc1cc(/C=N/NC(=O)c2cnccn2)cc(OC)c1OC	-7%	-8	?	16%	-8	14%
CC(C)N(C(=O)Cn1c(SCC(=O)NCc2ccc3c(c2)OCO3)nc2ccccc21)C(C)C	-1%	-1	?	?	-6	?
CC(OC(=O)c1ccc(Cl)cc1)C(=O)NCC1CCCCC1 (stereo unspecified)	.	.	21%	9%	.	-5%
CC1CCN(C(C(=O)Nc2ccc3c(c2)OCO3)c2ccccc2)CC1 (stereo unspecified)	4%	17	10%	4%	-4	.
COc1ccc(C(C2C(=O)CC(C)(C)CC2=O)C2C(=O)CC(C)(C)CC2=O)cc1COCC(F)(F)F	-1%	-7	2%	32%[activator]	4	3%
N#CCCN1CCN(C(=S)c2ccc(-c3ccc(Cl)cc3)o2)CC1	-26%	91*	?	?	28*	14%
O=C(OCn1nnc2ccccc2c1=O)C1CCCCC1	4%	3	35%[activator]	5%	8	-2%
O=C(CN1C(=O)/C(=C/c2ccc(C(F)(F)F)cc2)Sc2ccccc21)NCCCN1CCOCC1	9%	2	-23%	11µM*	10	0%
O=C(Cn1cc(C(F)(F)F)ccc1=O)N/N=C/c1cccc(Cl)c1Cl	5%	5	?	14%	7	11%
O=C(CCN1C(=O)/C(=C/c2ccco2)SC1=S)Nc1ccc(O)cc1C(=O)O	-6%	-3	-6%	29%	2	11%
CCOc1ccccc1C(C(=O)NC1CCCCC1)N(C(=O)c1csnn1)C1CC1 (stereo unspecified)	-3%	-7	?	5%	1	-10%
CCCCOc1ccc(OCCCC)c2c1NC1(N2)C(=O)N(C(C)=O)c2ccccc21	0%	8	?	8%	7	-1%
CC1(c2nnc(-c3ccc(Cl)cc3)o2)CC(c2cccc(Cl)c2)=NO1 (stereo unspecified)	-3%	-5	?	11%[8.37 µM]	-1	-2%
O=C(Cn1cccc1)NC1CCCCCC1	3%	1	12%	12%	1	0%
COc1cc(CN2CCN(Cc3ccco3)CC2)cc(OC)c1	14µM*	-4	2.1µM*	15%	1	25%
O=C(CCc1nc2ccccc2c(=O)[nH]1)Nc1cccc(S(=O)(=O)N2CCCCC2)c1	.	.	?	0%	.	?
CN1CCN(C(=S)c2cn(Cc3ccc(F)cc3)c3ccccc23)CC1	-1%	-15	?	-29%	1	?
c1ccc(-c2ccnc3nc(N4CCN(c5ccccc5)CC4)nn23)cc1	-4%	-11	-4%	?	0	5%
O=C1CC2(CCN(C(=O)c3ccc(Cl)cc3)CC2)Oc2ccccc21	.	.	?	11%	.	-6%
CCOC(=O)Cn1c(C)cc(=O)c2ccccc21	0%	-6	?	5%	-4	4%
COc1c(OC(C)=O)c(=O)n2c3ccccc3c3ccnc1c32	.	.	25%	2%	.	-8%
O=C(O)c1[nH]c2ccc(Cl)cc2c1CC(=O)N1CCN(C(=O)c2ccco2)CC1	8%	-6	21%	11%	-3	4%

Among those listed so far, 5 have an aryl thioether with sulfur outside any ring:
SMILES	FBPA Giardia inh	Shiga inhibitor	Pf growth 96h	HCV inh	CHX counter	Pf growth 48h
C=CCn1c(SCC(=O)NC(=O)NCCC)nnc1C1CCCCC1	-8%	9	?	0%	4	?
Nc1nc(SCC(=O)NCCC(c2ccccc2)c2ccccc2)n[nH]1	4%	-6	.	4%	-3	-3%
Cc1cccc(-n2c(SCc3ccc(C#N)cc3)nnc2-c2c[nH]c3ccccc23)c1	6%	-7	?	?	-2	?
CCCCNC(=O)c1cccnc1SCC(=O)Nc1ccccc1OC	5%	-11	52%[activator]	-19%	1	-10%
CC(C)N(C(=O)Cn1c(SCC(=O)NCc2ccc3c(c2)OCO3)nc2ccccc21)C(C)C	-1%	-1	?	?	-6	?

Copied from above, 2 compounds:
SMILES	FBPA Giardia inh	Shiga inhibitor	Pf growth 96h	HCV inh	CHX counter	Pf growth 48h
CC(OC(=O)c1ccc(Cl)cc1)C(=O)NCC1CCCCC1 (stereo unspecified)	.	.	21%	9%	.	-5%
CC1CCN(C(C(=O)Nc2ccc3c(c2)OCO3)c2ccccc2)CC1 (stereo unspecified)	4%	17	10%	4%	-4	.

Later entries:
SMILES	FBPA Giardia inh	Shiga inhibitor	Pf growth 96h	HCV inh	CHX counter	Pf growth 48h
CCc1nc(SCC(=O)NC2CCCC2)c2oc3ccccc3c2n1	.	-1	?	-12%	-10	3%
Cc1ccc(-c2nc3[nH]c(=O)cc(NC(=O)C(C)C)n3n2)cc1	2%	-4	0.083µM*	9%	-1	0.29µM*
O=C(/C=N/O)NCc1ccncc1	9%	1	-7%	-7%	-3	12%
COc1cccc(C(=O)N2CCC(n3nccc3NC(=O)C3CCOC3)CC2)c1 (stereo unspecified)	.	-9	65%[activator]	17%	2	2%
O=C(CCS(=O)(=O)c1ccc(Cl)cc1)OCC(=O)N1CCCCC1	5%	3	.	30%	5	3%
N#Cc1c(C#N)c(-c2ccccc2)n(-c2ccccc2)c1N	11%	-5	?	?	9	?
CCN(CC)C(=O)CN(C)S(=O)(=O)c1cccc2nsnc12	3%	-13	?	14%	-4	-3%
CCCCn1c(N)c(N(CC(C)C)C(=O)c2oc3c(Cl)cccc3c2C)c(=O)[nH]c1=O	.	.	-1%	?	.	?
COc1ccc(C(=O)C(C)OC(=O)CCN2C(=O)C3CC=CCC3C2=O)cc1 (stereo unspecified)	.	.	?	-4%	.	-13%
CCOC(=O)N1CC(=O)Nc2ccc(Br)cc2C1c1ccccc1 (stereo unspecified)	-1%	29	-3%	-13%	1	?
Cc1cc(C)c(NC(=O)c2ccc3nccnc3c2)c(C)c1	.	.	3%	3%	.	?
Cc1ccc(SCCNC(=O)c2ccc(CN3CCOCC3)cc2)cc1	8%	-6	?	-8%	-2	-12%
CCOC(=O)c1cc2sc(C)cc2n1CC(=O)N(CC)CC	15%	-2	0%	-24%	-2	-1%
COc1ccc(Nc2ccc(C(=O)O)cc2[N+](=O)[O-])cc1	12%	-4	-34%	6%	-1	2%
Cc1cnc(C(=O)OCC(=O)Nc2sc3c(c2C(N)=O)CCCC3)cn1	.	.	9%	-2%	.	-3%
O=C(CSc1nnc(-c2ccccc2)n1C1CCCCC1)N1CCCC1	3%	-8	.	17%	-2	?
COCCC(=O)N1CCC(Oc2ccc(C(=O)NCc3ccon3)cc2)CC1	-8%	-10	?	25%	3	6%
CC1CN(c2nc3ccccn3c(=O)c2/C=C(\C#N)C(N)=O)CC(C)O1 (stereo unspecified)	1%	-1	58%[activator]	1%	2	26%
COc1ccc(C(=O)OCC(=O)Nc2cc(C)c(C)cc2[N+](=O)[O-])cc1	4%	-5	31%[activator]	-7%	1	18%
CCOC(=O)CNC(=O)CSc1nnc(-c2ccccc2)c(-c2ccccc2)n1	5%	-19	2%	21%	-2	5%
CC(=O)c1c(C)[nH]c(C(=O)Nc2cccnc2)c1C	0%	-24	.	-7%	2	-29%
Cc1ccc(CN2CCC(c3cc(-c4cccs4)n[nH]3)CC2)cc1	5%	-17	?	-10%	-2	?
